Screening data as filed in PubChem.
DT40 TDP1 no CPT: qHTS for Inhibitors of human tyrosyl-DNA phosphodiesterase 1 (TDP1): qHTS in cells in absence of CPT; Potency, µM (titrated, usually from 46.2 µM), without a hit: top-dose activity change, negative = growth inhibition, actives largely listed as inhibitors; AID 686978, 2013; DT40 Tdp1-/- hTDP1 cells, no CPT, ATP luminescence, 48 h; actives 15% (n = 420,000); also: nearly all actives have a fitted effect of over 55% in size
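Growth kinetics read by CellTiter-Glo luminescence after ≥48 hr at 37 °C. Cells: DT40 Tdp1-/- stably carrying human TDP1, 400 per well, compound exposure in the absence of CPT (DMSO vehicle).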
KAT2A inh: GCN5L2 (KAT2A) acetyltransferase inhibition. Q92830. GCN5L2 HAT assay, ThioGlo1 CoA-SH fluorescence. Potency, µM (series often up to 58.9 µM), for inactives: at the top dose activity change, negative = inhibition, actives largely listed as inhibitors. actives 0.21% (n = 390,000)
Target sequence (Q92830 whole entry, looked up): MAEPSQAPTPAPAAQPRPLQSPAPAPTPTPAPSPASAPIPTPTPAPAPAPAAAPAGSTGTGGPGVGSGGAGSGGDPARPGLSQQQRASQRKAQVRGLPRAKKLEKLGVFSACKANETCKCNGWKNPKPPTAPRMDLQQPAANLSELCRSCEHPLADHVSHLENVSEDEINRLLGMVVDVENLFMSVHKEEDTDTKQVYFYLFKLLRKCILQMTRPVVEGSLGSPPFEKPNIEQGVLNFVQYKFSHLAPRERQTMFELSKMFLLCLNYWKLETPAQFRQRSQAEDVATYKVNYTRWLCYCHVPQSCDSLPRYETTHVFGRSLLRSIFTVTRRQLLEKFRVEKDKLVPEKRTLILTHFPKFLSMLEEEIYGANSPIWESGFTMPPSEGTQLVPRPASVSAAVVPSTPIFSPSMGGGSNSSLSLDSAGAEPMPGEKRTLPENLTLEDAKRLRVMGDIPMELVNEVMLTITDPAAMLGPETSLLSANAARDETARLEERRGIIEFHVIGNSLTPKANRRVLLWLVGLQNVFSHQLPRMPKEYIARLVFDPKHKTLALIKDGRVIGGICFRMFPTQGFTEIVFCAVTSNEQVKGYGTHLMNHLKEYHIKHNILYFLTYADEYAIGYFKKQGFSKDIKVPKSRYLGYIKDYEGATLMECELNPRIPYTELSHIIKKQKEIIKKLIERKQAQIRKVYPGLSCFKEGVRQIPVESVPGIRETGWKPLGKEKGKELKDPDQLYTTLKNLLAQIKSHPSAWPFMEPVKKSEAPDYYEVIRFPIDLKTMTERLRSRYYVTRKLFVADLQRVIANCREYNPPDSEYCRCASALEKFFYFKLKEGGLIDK
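qHTS, 1536-well. 20nM enzyme, pH 7.5 HEPES/EDTA/Tween-20 buffer; 15 min compound preinc., RT. Start: 75uM H3(1-25), 70uM AcCoA, 50uM ThioGlo1. Read Ex340/Em540 at t=0 (autofluorescence flag) and t=20 min.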
DT40 TDP1 CPT: growth inhibition of DT40 Tdp1-/-;hTDP1 cells with camptothecin (screen for TDP1 inhibitors); chicken DT40 Tdp1-/-;hTDP1 cells + 20 nM CPT, ATP luminescence, 48 h; actives 12% (n = 420,000); AID 686979; Potency, µM (highest dose often 46.2 µM), inactives show at the top dose activity change, negative = growth inhibition, hits mostly inhibitors; also: nearly all actives have a fitted effect of over 55% in size
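Chicken DT40 Tdp1-/- cells stably complemented with human TDP1 were seeded at 400 cells/well in medium containing 20 nM camptothecin, exposed to pin-transferred compounds, and grown at 37 °C for at least 48 hr. Viability was read as ATP luminescence.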
* = called active by the depositor; ? = inconclusive; / = no result given; & = joins results of further samples; [ ] = dose if it differs, or a comment. Calls follow the shape of the dose curve; as a rule, active = well fitted curve in the direction sought with a large enough effect; inconclusive = small, poorly fitted or top-dose-only effect, or another doubt; inactive = no such curve, though single readings can be large; an effect the other way counts as inactive or inconclusive. % is scaled to controls: 0 for no effect and ±100 for the full control effect; potency is read from the fitted curve at half-maximal effect.

Value order: DT40 TDP1 CPT | KAT2A inh | DT40 TDP1 no CPT
> Cc1cc(C)cc(Cn2ncc(Cl)c(Cl)c2=O)c1
 : 8.2µM* | -1% | 12µM*
> O=C(c1cc2cc(Cl)ccc2oc1=O)N1CCN(c2ccccn2)CC1
 : -2% | -22% | 0%
> COc1ccc(NCc2nn(CC(=O)c3ccc(Br)cc3)c3[n+]2CCCCC3)cc1
 : ? | 1% | 16µM*
> COc1ccc(C(=O)NCc2cc(C)nc3ccccc23)cc1
 : ? | 17% | ?
> Cc1ccccc1CNC(=O)Cn1c(C)c2cnn(-c3ccccc3)c(=O)c2c1C
 : -1% | -6% | -15%
> COc1cccc(/C=C2\SC(=S)N(CCC(=O)NNC(=O)c3ccccc3OC)C2=O)c1
 : -5% | 1% | -13%
> FC(F)(F)c1cc(-c2ccco2)nc(NCc2ccccc2)n1
 : ? | 34%[activator] | ?
> O=S(=O)(c1ccc(=S)[nH]c1)N1CCCCCC1
 : -24% | 10% | ?
> CCOC(=O)NC(=O)COC(=O)CCCc1nc2ccccc2s1
 : 11% | -12% | 3%
> O=C(COC(=O)c1ccc(F)cc1F)Nc1ccc2[nH]c(=O)[nH]c2c1
 : -20% | 2% | -19%
> COc1ccc2oc(C(=O)Nc3cccc(S(=O)(=O)N4CCOCC4)c3)c(C)c2c1
 : ? | -8% | ?
> CCc1cc2c3c(c(=O)oc2cc1OC(C)C(=O)O)CCCC3 (stereo not given)
 : -26% | -7% | -23%
> CCC(=O)Nc1cc(C)c(OC)c(C)c1
 : 1% | -3% | 4%
> Cc1ccc(C2=Nc3ccccc3N=C(c3ccco3)C2)c(O)c1
 : -17% | -4% | -25%
> CSc1ccccc1C(=O)N1CCc2ccc(NC(=O)c3ccccn3)cc2C1
 : 13µM* | / | 12µM*
> COCCn1c(=O)cnc2cnc(OCc3ccccc3)nc21
 : -12% | -7% | ?
> CN(C)C(=O)c1ccc(-c2nnc(NCc3ccccc3)c3ccccc23)cc1
 : ? | -5% | -60%
> CCn1c(=O)c2sccc2n(Cc2ccccc2)c1=O
 : -9% | 2% | -3%
> O=C(/C=C/c1ccccc1)Nc1ccc(NC(=O)c2cccs2)cc1
 : -5% | 2% | -24%
> CCOC(=O)N1CCC(n2c(SCC(=O)Nc3ccccc3OC)nc3ccccc3c2=O)CC1
 : ? | -5% | ?

Sorted by SMILES length (high to low): part of the list above.
Value order: DT40 TDP1 CPT | KAT2A inh | DT40 TDP1 no CPT
> CCOC(=O)N1CCC(n2c(SCC(=O)Nc3ccccc3OC)nc3ccccc3c2=O)CC1
 : ? | -5% | ?
> Cc1ccccc1CNC(=O)Cn1c(C)c2cnn(-c3ccccc3)c(=O)c2c1C
 : -1% | -6% | -15%
> O=C(COC(=O)c1ccc(F)cc1F)Nc1ccc2[nH]c(=O)[nH]c2c1
 : -20% | 2% | -19%
> O=S(=O)(c1ccc(=S)[nH]c1)N1CCCCCC1
 : -24% | 10% | ?

Following part
Value order: DT40 TDP1 CPT | KAT2A inh | DT40 TDP1 no CPT
> Fc1ccccc1OCCSc1nc2ccccc2o1
 : -4% | -4% | -13%
> C[C@H]1COC(=O)CCCC/C=C\C[C@H](CC(=O)N(CCO)Cc2ccccc2)C(=O)N1
 : ? | -12% | ?
> COc1cccc(/C=N/Nc2snc(SC)c2C#N)c1
 : -17% | -16% | -31%
> Cc1ccnn1CCC(=O)N1CCCC(Nc2ccc(F)c(F)c2)C1 (stereo not given)
 : -7% | -6% | ?
> COc1ccc(-c2noc(-c3ccccc3C(=O)NCC3CCCO3)n2)cc1 (stereo not given)
 : -38% | 3% | ?
> COc1cccc(C(O)c2nc(-c3cnn(C)c3)cs2)c1 (stereo not given)
 : ? | / | ?
> O=C(CN1CCN(Cc2ccc(F)cc2)C1=O)NCc1ccccc1
 : -7% | 1% | 4%
> COCc1c(C(=O)Nc2nnc(C3CC3)s2)oc2ccccc12
 : ? | / | 12µM*
> CCN1CCN(C(=O)c2ccc3c(c2)N(Cc2cccc(Cl)c2)C(=O)c2ccccc2S3(=O)=O)CC1
 : ? | 3% | ?
> ClCC1=Nc2ccccc2Cc2ccccc21
 : -23% | / | ?
> C[C@H](NC(=O)C1CCN(S(=O)(=O)c2ccccc2)CC1)C(=O)NCc1ccc(Cl)cc1Cl
 : ? | -2% | ?
> Cc1cccc(NC(=O)CCN2C(=O)c3cccc([N+](=O)[O-])c3C2=O)c1
 : 1% | 2% | 18%
> COc1ccc(N(CC(=O)N2CCCCCC2)S(=O)(=O)c2ccc(OC)c(OC)c2)cc1
 : 13% | -4% | 3%
> CCOc1ccc(-n2c(SCC(N)=O)nc3c([nH]c4ccccc43)c2=O)cc1
 : 13µM* | 1% | ?
> O=C(CCC1CCCC1)NCCS(=O)(=O)N1CCN(c2ccccc2)CC1
 : -18% | 2% | -8%
> CCCc1ccc(C(=O)NNC(=O)c2ccc(Br)cc2)cc1
 : -1% | -15% | -12%
> Nc1ccc(S(=O)(=O)O)cn1
 : 5%&-11%&-20% | -13%&1%&0% | 2%&2%&-30%
> CC1CCCN(C(=O)C2CCN(S(=O)(=O)c3cccs3)CC2)C1 (stereo not given)
 : ? | -11% | -17%
> COCCNC(=O)C1(C)CCN(C(=O)C2(c3ccc(Cl)cc3)CCCC2)C1 (stereo not given)
 : -11% | / | -18%
> COc1ccc2c(c1)CCc1c(C(=O)NCc3cccnc3)noc1-2
 : -25% | -22% | ?

The listing continues:
Value order: DT40 TDP1 CPT | KAT2A inh | DT40 TDP1 no CPT
> Cc1c(C(=O)OCc2nc3scc(-c4ccccc4)c3c(=O)[nH]2)cccc1[N+](=O)[O-]
 : 11% | -7% | -20%
> COc1ccccc1CNC(=O)Cn1c(=O)oc2cc(S(=O)(=O)N3CCC(C)CC3)ccc21
 : 5.2µM* | -16% | 2.9µM*
> Cc1ccc(SCCC(=O)OCn2nnc3ccccc3c2=O)cc1
 : 6% | -3% | -10%
> O=C(CCCN1C(=O)c2ccccc2C1=O)NCc1cccnc1
 : 3% | 2% | 9%
> CCC1Oc2ccccc2N(CC(=O)Nc2ccc3c(c2)OCCO3)C1=O (stereo not given)
 : -29% | 0% | -18%
> O=C(CCSCc1ccccc1Cl)NC1CCCC1
 : -23% | -6% | -16%
> CCOC(=O)c1c(C)n(-c2ccccc2)c2ccc(O)cc12
 : -28% | 0% | ?
> C=CCn1c(SCC(=O)NCc2ccc3c(c2)OCO3)nc2scc(-c3ccccc3)c2c1=O
 : 3% | ? | -28%
> Cc1ccc(SC[C@H](c2ccccc2)N2CCN(CC(C)C)CCC2=O)cc1
 : 16µM* | -5% | 12µM*
> Cc1cc(/C=C(\C#N)C(=O)NCc2ccco2)c(C)n1-c1ccc(C(=O)O)cc1
 : -1% | -8% | -3%
> O=C(CN1C(=O)c2cccc3cccc1c23)Nc1ccc(S(=O)(=O)N2CCOCC2)cc1
 : -15% | -19% | -17%
> N#CCCn1cc(C(=O)Nc2ccc(C(=O)O)cc2)c(-c2ccc([N+](=O)[O-])cc2)n1
 : -2% | -4% | 0%
> COc1cccc(/C=N/c2nc3ccccc3n2C)c1O
 : -6% | 3% | -1%
> O=C(/C=C/[C@H]1O[C@@H](n2cnc3c(NC(=O)c4ccccc4)ncnc32)[C@H](O)[C@@H]1O)NCC1CCCO1 (stereo not given in full)
 : 17% | / | 3%
> CCCCc1ncc(CN2CCC(n3nccc3NC(=O)C(OC)c3ccccc3)CC2)[nH]1 (stereo not given)
 : -2% | -9% | 21%
> COc1ccc(N(C)S(=O)(=O)c2ccc(Cl)c(C(=O)NCCc3ccc(Cl)cc3)c2)cc1
 : 9.2µM* | -24% | 12µM*
> Cc1cc(F)ccc1S(=O)(=O)N1CCCCC1CCNC(=O)C(=O)NCc1ccccn1 (stereo not given)
 : ? | -12% | 16µM*
> NC(=O)C1CCN(C(=O)COc2ccc3c4c(c(=O)oc3c2)CCCC4)CC1
 : 18% | 0% | 0%
> NC(=O)NC(=O)Nc1ccccc1Cl
 : -8% | 41%[activator] | -1%
> Cc1cc(C)cc(N2Cc3ccccc3C2)c1
 : 6% | -2% | -5%

New compounds follow
Value order: DT40 TDP1 CPT | KAT2A inh | DT40 TDP1 no CPT
> COc1ccc(CCn2cc(C#N)c(=O)[nH]c2=O)cc1OC
 : 6% | -2% | -7%
> Cc1ccc(C)c(Nc2nn3c(=O)c4ccc(C(=O)NC5CCCCC5)cc4nc3s2)c1
 : 7.3µM* | -4% | 8.2µM*
> CC1(C)CC(=O)C(C#N)=C(NCCCO)C1
 : -3% | -5% | 4%
> COc1ccc(NC(=O)N(C)C[C@@H]2OCc3cn(nn3)CCCC(=O)N([C@H](C)CO)C[C@H]2C)cc1
 : -3% | / | -16%
> Cc1ccc2c(Cl)cc(Cl)c(OCC(=O)Nc3cc(S(=O)(=O)N(C)C)ccc3C)c2n1
 : 23µM* | -12% | 15µM*
> COc1cccc(/C=C2\SC(N3CCCC(C)C3)=NC2=O)c1OC (stereo not given)
 : ? | 3% | ?
> S=C(NCc1ccco1)Nc1ccc(Cl)c(Cl)c1
 : ? | -25% | ?
> NC(=O)Nc1ccc(C(=O)OCC(=O)NC2CCCc3ccccc32)cc1 (stereo not given)
 : 0% | -4% | -10%
> O=c1c(O)c(-c2ccc(O)cc2)oc2ccccc12
 : ? | -24% | ?
> O=C(CC1C(=O)NCCN1Cc1ccccc1C(F)(F)F)NC1CCCCCC1 (stereo not given)
 : -20% | 0% | -9%
> COc1ccc(NC(=S)N(CCCN2CCOCC2)Cc2ccco2)cc1
 : 9% | -4% | 7%
> COC(=O)COc1ccc(-c2nnc(Nc3ccc(O)cc3)c3ccccc23)cc1
 : ? | 0% | ?
> CCC(c1ccccc1)c1noc(CCN(CC)CC)n1 (stereo not given)
 : ? | / | ?
> O=C(C[C@H]1C(=O)N(Cc2cccnc2)C[C@@H]1Cc1ccccc1)Nc1ccccc1
 : ? | / | ?
> CC1(C(=O)NS(=O)(=O)C2CC2)CCN(C(=O)COCc2ccccc2)C1 (stereo not given)
 : 7% | / | 4%
> N#Cc1nc(-c2cccs2)oc1NCC1CCCO1 (stereo not given)
 : 3% | ? | -18%
> COc1cccc(NC(=O)c2oc3ccccc3c2NC(=O)C2CCCCC2)c1
 : ? | -12% | 16µM*
> CC(=O)N1C[C@H]2CON(C)[C@H]2C[C@H]1c1cccc(-c2ccccc2C)c1
 : -17% | / | -30%
> Cn1ncc(Cl)c1C(=O)N1CCc2ccccc21
 : -28% | -16% | -6%
> O=C1N/C(=N\N=C\c2cccs2)SC1Cc1cccc(Cl)c1Cl (stereo not given)
 : 3.3µM* | -11% | 5.2µM*

The final 3 records of the section above are carried over, then new ones follow.
Value order: DT40 TDP1 CPT | KAT2A inh | DT40 TDP1 no CPT
> CC(=O)N1C[C@H]2CON(C)[C@H]2C[C@H]1c1cccc(-c2ccccc2C)c1
 : -17% | / | -30%
> Cn1ncc(Cl)c1C(=O)N1CCc2ccccc21
 : -28% | -16% | -6%
> O=C1N/C(=N\N=C\c2cccs2)SC1Cc1cccc(Cl)c1Cl (stereo not given)
 : 3.3µM* | -11% | 5.2µM*
> COc1ccc(N(Cc2cccs2)C(=O)COc2cccc(C)c2C)cc1
 : ? | -17% | 18µM*
> Cc1ccc(N(Cc2ccccc2)C(=O)c2ccc(Cl)c(S(=O)(=O)N3CCOCC3)c2)cc1
 : ? | 0% | ?
> O=c1cc(CN2CCN(c3ccccc3F)CC2)c2ccccc2o1
 : ? | / | ?
> CC(C)Cc1cc(C(=O)NCc2ccc(Cl)cc2)no1
 : -13% | -12% | -7%
> CC(=O)Nc1ccc(S(=O)(=O)N2CCN(c3cnn(C)c(=O)c3Cl)CC2)cc1
 : -2% | ? | ?
> Cc1cc(C)c(C(=O)CSc2nc(C)cc(C)c2C(N)=O)c(C)c1
 : 15% | 1% | -20%
> CCOC(=O)CSc1nnc(-c2ccco2)n1C
 : -1% | -6% | 2%
> CCc1nnc(NC(=O)CCC(=O)NC2CCCC2)s1
 : -15% | 0% | 4%
> Cc1cc(C)c(C)c(S(=O)(=O)N2CCC(C(=O)N3CC(C)CC(C)C3)CC2)c1C (stereo not given)
 : 18µM* | -15% | 26µM*
> CN(C)c1ccc(C2C3=C(CCCC3=O)OC3=C2C(=O)CCC3)cc1
 : -15% | 3% | -2%
> COc1ccc(-c2nc3ccccc3c(=O)n2NC(=S)N(C)C)cc1
 : 12µM* | 2% | 12µM*
> O=C(COc1ccc2c(c1)C(=O)CC1(CCCCC1)O2)NCc1ccccc1
 : ? | -10% | 21µM*
> CCc1ccc(-c2ccc(C(=O)O)c(C)n2)cc1
 : 8% | -3% | 6%
